# Screening results from PubChem BioAssay.
# Rpn11 block = Rpn11 (human) deubiquitinase inhibition. O00487. human 26S proteasome, Ub4-pepOG fluorescence polarization; 20S core pre-blocked with epoxomicin. calls only at 20 µM. hit rate 0.59% among 360,000. AID 588493;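 active = inhibition at 20 µM, scaled to each plate's controls, above about 33%, limit read from the data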
# Target sequence (O00487 whole entry, looked up): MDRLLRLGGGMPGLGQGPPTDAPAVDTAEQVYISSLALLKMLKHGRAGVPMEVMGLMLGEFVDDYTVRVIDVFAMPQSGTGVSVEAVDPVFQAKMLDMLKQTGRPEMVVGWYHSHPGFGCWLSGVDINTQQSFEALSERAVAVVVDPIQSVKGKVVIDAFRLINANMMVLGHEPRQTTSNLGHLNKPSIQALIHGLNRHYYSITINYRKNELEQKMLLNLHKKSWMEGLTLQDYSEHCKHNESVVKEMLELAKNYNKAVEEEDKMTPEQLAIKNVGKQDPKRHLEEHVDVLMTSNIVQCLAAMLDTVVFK
# NadD inh = blocks S. aureus nicotinate mononucleotide adenylyltransferase. inhibition, % at 20 µM. hit rate 0.78% among 360,000. AID 602399. purified NadD enzyme, colorimetric absorbance read-out; in the data active = inhibition above about 26%; also: some compounds past the cut are filed as inactive
# STEP inh = blocks human striatal-enriched tyrosine phosphatase. P54829. recombinant STEP, OMFP fluorogenic substrate, fluorescence. inhibition, % at 20 µM. hit rate 0.25% among 360,000. AID 588621;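 active = inhibition at 20 µM, scaled per plate between control wells, above about 37%, limit read from the data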;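 also: 0% = DMSO with enzyme and substrate and 100% = substrate only without enzyme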
#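 Measure: Control-normalized % inhibition with plate pattern correction | Test system: STEP phosphatase, cell-free reaction | Medium: pH 6.0 Bis-Tris with DTT and Tween 20 | Technique: Fluorescence, 480/540 nm | Times: Reaction 20 min, ambient temperature | Doses: Single compound dose of 20 µM, 1% DMSO final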
# LMPTP block = LMPTP (human) inhibition | recombinant LMPTP-A, OMFP fluorogenic substrate, fluorescence intensity | P24666 | hit rate 0.22% among 360,000 | inhibition, % at 20 µM;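 active = compounds that cut the enzyme signal by at least half of the control window in the single-dose screen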;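 also: plate controls were DMSO wells with enzyme plus substrate for no effect and substrate without enzyme for full effect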
# Target sequence (P24666 whole entry, looked up): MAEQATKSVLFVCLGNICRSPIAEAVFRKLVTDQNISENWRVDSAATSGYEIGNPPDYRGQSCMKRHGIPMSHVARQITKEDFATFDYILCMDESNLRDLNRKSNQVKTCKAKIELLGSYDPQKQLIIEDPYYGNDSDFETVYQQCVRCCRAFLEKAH
#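 Test system – LMPTP-A phosphatase enzyme · Quantity – 0.625 nM LMPTP-A final · Reagent – OMFP substrate, 400 µM final · Dosing – one test concentration per compound, 20 µM, with 3% DMSO overall · Timing – 50 min enzyme reaction at room temperature, protected from light · Detection – fluorescence intensity · Controls – substrate-only low control, DMSO enzyme-plus-substrate high control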
# Neddylation inh = blocks human cullin neddylation. calls only at 25 µM. TR-FRET cullin neddylation, biochemical. hit rate 0.58% among 360,000; in the data active = inhibition above about 36%
# CSN deneddyl inh = inhibitors of human CSN-mediated cullin deneddylation; Q92905; Purified CSN, SCF-Nedd8-OG deneddylation, fluorescence polarization; inhibition, % at 12.5 µM; hit rate 0.38% among 360,000; AID 651999;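 active = pattern-corrected inhibition above about 35%, with an unprinted fluorescence ratio check between 0.5 and 1.5, limit read from the data, passing the limit was not always enough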;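 also: 0% = enzyme with substrate and 100% = substrate without enzyme; some results filed as inactive read as strong as hits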
# Target sequence (Q92905 whole entry, looked up, one chain of several): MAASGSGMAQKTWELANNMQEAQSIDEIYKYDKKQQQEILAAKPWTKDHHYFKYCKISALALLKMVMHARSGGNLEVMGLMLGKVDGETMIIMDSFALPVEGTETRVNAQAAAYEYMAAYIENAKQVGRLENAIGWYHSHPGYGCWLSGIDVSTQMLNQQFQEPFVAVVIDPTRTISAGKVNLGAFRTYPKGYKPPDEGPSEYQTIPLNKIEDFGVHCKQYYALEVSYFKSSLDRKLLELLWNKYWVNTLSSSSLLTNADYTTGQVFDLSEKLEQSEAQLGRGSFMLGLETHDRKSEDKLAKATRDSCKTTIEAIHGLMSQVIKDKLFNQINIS
#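 Assay system: purified human Csn5 enzyme expressed in HEK293T cells; Input: 0.24 nM Csn5 enzyme, final concentration; Reagent: 10 nM SCFSkp2-Nedd8OG; Compound dosing: 12.5 µM single point; Times: reaction 90 min, room temperature; Technique: fluorescence polarization readout.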
# DNMT1 inh = inhibitors of human DNMT1; P26358; DNMT1 molecular beacon, Hinp1I cleavage, fluorescence; inhibition (reported as % activation of signal), % at 10 µM; hit rate 0.83% among 360,000; in the data active = inhibition above about 50%
# SUMO1-SIM PPI = alters human SUMO1 binding to SIM partners. hit rate 0.33% among 360,000. inhibition, % at 20 µM. SUMO1 binding to a labelled peptide, TR-FRET, 1 h. AID 602429; in the data active = inhibition above about 37%
# Scp-1 inhibitor = blocks human Scp-1 phosphatase activity | Q9GZU7 | Recombinant Scp1, phosphopeptide, malachite green phosphate absorbance | inhibition, % at 20 µM | hit rate 0.88% among 340,000 | AID 493091;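 active = inhibition above about 50% at 20 µM, limit read from the data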;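 also: plate controls were DMSO wells with enzyme for no effect and wells lacking enzyme for full effect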
# Target sequence (Q9GZU7 76-261 limits assumed): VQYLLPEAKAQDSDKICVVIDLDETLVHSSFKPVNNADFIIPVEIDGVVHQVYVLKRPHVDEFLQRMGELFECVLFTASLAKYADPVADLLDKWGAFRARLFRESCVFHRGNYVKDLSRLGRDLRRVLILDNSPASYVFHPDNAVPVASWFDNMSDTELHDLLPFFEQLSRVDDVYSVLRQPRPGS
#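 Assay system: SCP-1 catalytic fragment, aa 76-261 | Buffer or medium: Tris acetate buffer pH 5.5 with MgCl2 and Tween-20 | Compound: One concentration, 20 µM, with 1.0% DMSO | Also added: Phospho 17-mer peptide substrate | Signal: Absorbance at 630 nm | Incubation: 45 min enzyme reaction at room temperature | Measure: % inhibition of SCP-1 phosphate liberation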
# Rin1-Abl PPI inh = blocks binding of human Rin1 to Abl; inhibition, % at 7.35 µM; hit rate 0.4% among 360,000; TR-FRET Rin1/Abl binding, biochemical; in the data active = inhibition above about 5%, passing the limit was not always enough
# Active calls of the source: *; i = inactive; / = no result given; + = active, no number.
SMILES,Rpn11 block,NadD inh,STEP inh,LMPTP block,Neddylation inh,CSN deneddyl inh,DNMT1 inh,SUMO1-SIM PPI,Scp-1 inhibitor,Rin1-Abl PPI inh
CC(C)C(c1nnnn1Cc1ccco1)N1CCN(c2nc3ccccc3s2)CC1 (centres undefined),i,3,0,2.5,i,5,-3,-1,1,3
CC1(C(=O)N2CCCCC2)CCN1C(=O)C1(c2ccccc2)CC1 (centres undefined),i,-6,-2,-1.9,i,-1,1,4,/,-4
N#C/C(=C/c1ccco1)C(N)=S,i,3,5,5.0,+,19,17,16,20,-1
CCCCn1c(N)c(N(CC(C)C)C(=O)CCNC(=O)c2ccc(Br)cc2)c(=O)[nH]c1=O,i,-3,2,-1.6,i,8,0,9,-7,1
CN1CCn2c1nc(N1CCOCC1)nc2=O,i,3,0,-0.2,i,-5,3,-1,-4,1
O=C(CNCc1ccc(F)cc1)Nc1ccc(S(=O)(=O)N2CCOCC2)cc1,i,-1,-2,-0.3,i,-6,-2,-4,-6,2
COc1ccc(/C=C(/NC(=O)/C=C/c2ccccc2)C(=O)N2CCOCC2)cc1,i,3,0,-1.1,i,-1,1,-6,-10,-3
O=C(CCCCCCC(=O)c1ccccc1)c1ccccc1,i,-3,0,0.5,i,7,21,4,2,-6
Cn1cc(CN2CCC(Oc3ccc(C(=O)N4CCCC4)cc3)CC2)cn1,i,-2,-2,-0.1,i,2,0,0,-5,4
CCN1CCCC(OC(=O)Nc2ccccc2)C1 (centres undefined),i,0,0,0.4,i,-4,-3,-4,-6,-4
CCOc1ccc(/C=C2/Sc3ccc(C(=O)N4CCOCC4)cc3N(C)C2=O)cc1OC,i,0,2,0.1,i,0,2,-31,-6,-3
Cc1ccc(-n2c(C)cc(/C=N/Nc3ccc([N+](=O)[O-])cn3)c2C)c(C)c1,i,44*,7,0.5,i,6,0,-14,22,-3
Cc1cc(C)cc(NS(=O)(=O)c2ccc3c(c2)C(C)(C)C(=O)N3C)c1,i,-2,-5,-0.3,i,0,1,1,11,4
O=C(O)c1ccccc1-c1csc(-c2ccccc2)n1,i,2,-2,-1.3,i,-4,6,-4,-8,-4
CC12CC(O)C3c4ccc(O)cc4CCC3C1CC/C2=N\O (centres undefined),i,-1,-2,-0.3,i,0,1,1,-4,0
O=C(C1=COCCO1)N(Cc1nnc(-c2ccccc2Cl)o1)C1CC1,i,0,0,-0.7,i,-3,-1,-2,-10,8.2*
CC(=O)N1CCN(Cc2nc3cc(NC(=O)Nc4ccccc4)ccc3n2C)CC1,i,0,2,1.0,i,0,-3,-1,-7,3
O=C(NCC1CCCCC1)NCC1CCCCC1,i,3,-1,0.2,i,5,7,-5,1,-3
O=C(CSc1ncn[nH]1)NCc1ccccc1,i,6,-2,-0.9,i,1,4,-1,-6,2
C=CCSc1nnc2c(n1)OC(c1cccnc1)N(C(C)=O)c1ccccc1-2 (centres undefined),i,-4,-3,0.1,i,-6,4,-24,-4,0
Cc1ccc(S(=O)(=O)Nc2ccc(N=Nc3ccc(O)cc3)cc2)cc1,i,-5,-5,2.6,i,2,-14,-20,-10,-2
Cc1cccc(C(=O)NCCc2ccc(S(N)(=O)=O)cc2)c1[N+](=O)[O-],i,-3,-3,0.1,i,-3,0,1,-5,0
Cc1cccc(NC(=O)c2sc(-c3ccccc3)nc2-c2ccc([N+](=O)[O-])cc2)c1,i,13,0,0.3,i,-5,1,7,-12,-3
O=C(C1CCCN(S(=O)(=O)c2cc(Cl)ccc2Cl)C1)N1CCCC1 (centres undefined),i,-1,-2,-0.8,i,2,2,-2,6,0
COc1ccc(-c2ccc(CCC(=O)O)n2-c2ccccc2OC)cc1,i,-1,2,-1.0,i,-4,1,1,-6,4
CCOC(=O)CSC1=Nc2ccccc2C2=NC(CC(=O)NCc3ccc(OC)cc3)C(=O)N12 (centres undefined),i,-3,1,-1.5,i,6,1,1,-5,-3
CCC(C(=O)NCc1cccnc1)n1nc(C)c2sc3ccccc3c2c1=O (centres undefined),i,2,0,-0.4,i,-4,0,-7,19,0
CC(C)(C)SCCNC(=O)CN1C(=O)c2cccc3cccc1c23,i,2,-2,0.2,i,0,-4,-14,-5,-2
CCOC(=O)C(NC(=O)OC(C)C)(Nc1nccs1)C(F)(F)F (centres undefined),i,-11,1,-1.1,i,-1,2,0,-8,-1
C/C(CCc1oc2ccc(Cl)cc2c1-c1ccc(C)o1)=N\O,i,3,-1,1.2,i,2,-10,-1,-3,-1
Cc1ccccc1NC(=O)CSc1nnc(Cc2ccccc2)o1,i,-1,-2,-1.0,i,-2,2,0,6,6
CN(C)/C=N/c1ncc(-c2ncc(C(F)(F)F)cc2Cl)cn1,i,4,1,-0.8,/,-1,3,-1,15,0
COCc1ccc(CN2CCC(n3nccc3NC(=O)CCOc3ccccc3)CC2)o1,i,0,0,-0.6,i,-2,-2,-2,-8,2
O=C(CCCN1C(=O)c2ccccc2C1=O)Nc1ccccc1,i,-5,-3,-1.2,i,-1,1,-5,-4,0
COc1ccc(-c2oc3ncnc(N)c3c2-c2ccccc2)cc1,i,-2,-3,0.3,i,5,6,-2,-2,-3
COCCCNC(=O)c1ccc(Cn2c(=O)c3ccccc3n(Cc3ccccc3C)c2=O)cc1,i,-6,1,-0.6,i,5,-9,-2,-9,1
CN(CC(=O)Nc1ccc(F)cc1)C(=O)c1ccc2ccccc2n1,i,-2,0,-0.7,i,0,1,5,-3,2
OCCN1CCN(c2ncnc3c2ncn3[C@H]2CN(Cc3cccs3)C[C@@H](CO)O2)CC1,i,3,0,-0.7,i,2,-4,0,/,2
O=C(COC(=O)Cn1cnc2ccccc21)Nc1ccc2c(c1)OCCO2,i,3,0,-3.0,i,-1,-1,3,-6,1
COC(=O)c1cc(OC)c(OC)cc1NC(=O)CCNC(=O)c1ccco1,i,-3,2,-0.7,i,-2,1,4,-5,0
CN1C(=O)C(CC(=O)NCC2CCCCC2)SC1=Nc1ccccc1 (centres undefined),i,-2,-2,-0.7,i,1,13,3,2,3
Cc1sc(-n2c(C)ccc2C)c(C#N)c1C,i,2,5,1.2,i,-2,-9,4,-2,-2
CCCC1CCC(=NNS(=O)(=O)c2ccc(C)c([N+](=O)[O-])c2)CC1 (centres undefined),i,-2,2,0.8,i,-19,0,-2,5,-1
O=C(Cn1ccc([N+](=O)[O-])n1)N1CCCc2ccccc21,i,-3,1,-1.2,i,-4,0,-12,-3,-5
CCOC(=O)Cn1c(C)cc(COC)c(C#N)c1=O,i,-5,-1,0.8,i,-5,1,-2,-1,1

# Ordered by value in CSN deneddyl inh (low to high): three of the compounds above
SMILES,Rpn11 block,NadD inh,LMPTP block,Neddylation inh,CSN deneddyl inh,DNMT1 inh,SUMO1-SIM PPI,Scp-1 inhibitor,Rin1-Abl PPI inh
COC(=O)c1cc(OC)c(OC)cc1NC(=O)CCNC(=O)c1ccco1,i,-3,-0.7,i,-2,1,4,-5,0
CN(CC(=O)Nc1ccc(F)cc1)C(=O)c1ccc2ccccc2n1,i,-2,-0.7,i,0,1,5,-3,2
C/C(CCc1oc2ccc(Cl)cc2c1-c1ccc(C)o1)=N\O,i,3,1.2,i,2,-10,-1,-3,-1

# The list continues.
SMILES,Rpn11 block,NadD inh,STEP inh,LMPTP block,Neddylation inh,CSN deneddyl inh,DNMT1 inh,SUMO1-SIM PPI,Scp-1 inhibitor,Rin1-Abl PPI inh
CCn1c(CNC(=O)c2ccc(OC)c(OC)c2)nnc1SCC(=O)c1ccc(OC)cc1,i,-9,-2,-3.1,i,3,-2,-1,-10,3
Nc1nnc(CC(=O)N/N=C/c2cccc([N+](=O)[O-])c2)s1,i,-2,0,-1.0,i,4,6,-13,3,1
CCN(CCn1cccn1)Cc1nc(-c2ccc(OC)cc2)no1,i,1,-1,0.8,i,-5,-4,0,-7,0
Cc1cc(C)nc(NCC(O)CNc2ccccc2C)n1 (centres undefined),i,0,-4,-1.1,i,0,-1,0,17,4
CC(C)NC(=O)N1Cc2cc(C(=O)NCC(F)(F)F)nc(-c3cccc(-c4cc5ccccc5o4)c3)c2[C@@H]1CCO,/,-10,/,2.4,i,-5,/,5,/,/
Cc1ccc(S(=O)(=O)N(C)CC(=O)N2CCOCC2)cc1,i,-3,-1,0.4,i,-2,0,0,-4,0
CCCCn1c(N)c(N(CCC(C)C)C(=O)COC(=O)c2ccc([N+](=O)[O-])s2)c(=O)[nH]c1=O,i,4,0,-1.9,i,6,34,1,-3,-2
C/C(=N\NC(=O)c1cccc(N/N=C(\C)c2ccc([N+](=O)[O-])cc2)c1)c1ccc([N+](=O)[O-])cc1,i,33*,4,2.3,i,5,5,-27,-7,-5
Cc1ccccc1NC(=S)N1CCN(Cc2ccc3c(c2)OCO3)CC1,i,-2,-1,-0.2,i,-5,4,1,-6,-1
Cc1cc(C)c(S(=O)(=O)c2ccccc2)c(Cl)n1,i,-2,-2,0.1,i,6,1,2,-9,0
Cc1cc(-n2c(C)cc(C(=O)COc3ccc([N+](=O)[O-])cc3)c2C)no1,i,-1,2,2.5,i,1,3,-1,-13,-1
Nc1nn(-c2ccccc2)c(N)c1N=Nc1cccc(F)c1,i,4,-1,1.3,i,1,-6,-35,-11,-3
COc1ccc(C(=O)N2CCCCC2c2cc(C(=O)NCc3cccnc3)no2)cc1 (centres undefined),i,2,-2,0.4,i,4,-1,-2,/,-5
COc1ccccc1C(=O)NCC(=O)OCC(=O)Nc1ccc2[nH]c(=O)[nH]c2c1,i,1,-3,-0.5,i,-5,2,47*,-7,0
O=c1[nH]c2sc3c(c2c(=O)n1Cc1ccccc1)CCC3,i,-3,4,-1.1,i,-2,0,0,-6,1
O=C(O)CCNc1nc(-c2ccccc2)nc2ccccc12,i,2,-3,21,i,3,3,9,-10,-1
CCCCc1ccc(S(=O)(=O)Nc2nnc(C)s2)cc1,i,-1,3,-1.2,i,0,-2,5,5,-1
O=C(Cc1ccc(F)cc1)Nc1cccc(-c2cn3c(n2)SCC3)c1,i,5,-1,-0.4,i,-2,-11,-8,-6,-5
Cc1ccc(S(=O)(=O)N2CCCCC2)cc1NC(=O)Cn1cnc2c1c(=O)n(C)c(=O)n2C,i,3,2,-1.0,i,-3,14,0,2,-3
CCCC(=O)N1CCCC(C(=O)c2cccc(OC(C)C)c2)C1 (centres undefined),i,-2,-1,-1.7,i,-1,5,0,3,2

# Some entries already given, reduced to DNMT1 inh and SUMO1-SIM PPI.
molecule,DNMT1 inh,SUMO1-SIM PPI
Cn1cc(CN2CCC(Oc3ccc(C(=O)N4CCCC4)cc3)CC2)cn1,0,0
Cc1cccc(C(=O)NCCc2ccc(S(N)(=O)=O)cc2)c1[N+](=O)[O-],0,1
COC(=O)c1cc(OC)c(OC)cc1NC(=O)CCNC(=O)c1ccco1,1,4
CC1(C(=O)N2CCCCC2)CCN1C(=O)C1(c2ccccc2)CC1 (centres undefined),1,4
Cc1ccc(S(=O)(=O)Nc2ccc(N=Nc3ccc(O)cc3)cc2)cc1,-14,-20
